DAX1 inh-1: DAX1 (NR0B1) inhibition, primary screen. HEK293T StAR-luciferase reporter, SF-1/DAX-1 repression relief. inhibition, % at 6.8 µM. actives 1.1% (n = 370,000). AID 652010;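 active = inhibition above the mean over all tested compounds plus 3 SD, cut at about 3.6% in these data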;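 note: 0% = DAX-1 cells with DMSO and 100% = cells lacking DAX-1 with DMSO; higher inhibition means more luminescence from relief of DAX-1 repression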
hcDAF-12 act: activators of H. contortus DAF-12 nuclear receptor; activation, % at 6.8 µM; HEK293 hcDAF-12 lit1-tk-luc reporter, luminescence; 0% DMSO, 100% Δ7-dafachronic acid; AID 652067; actives 1.4% (n = 370,000);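 active = activation above the mean of all tested compounds plus 3 SD, cut at about 5.5% in these data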;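 note: 100% = response to 3 µM Δ7-dafachronic acid high control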
SMARCA2 act: increases SMARCA2 function in MMTV reporter cells; MG213 cells, MMTV-luciferase reporter, dexamethasone, overnight; activation, % at 9.1 µM; actives 1% (n = 370,000); in the data active = activation above about 7.8%;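 note: 0% = vehicle wells and 100% = reference activator wells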
sPLA2-III inh: Blocks human group III sPLA2 activity; QFRET BODIPY PC-A2 liposome hydrolysis, fluorescence; AID 743126; actives 0.56% (n = 370,000); inhibition, % at 12.2 µM;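 active = inhibition above mean plus 3 SD of compounds lying within the high and low control bounds, cut at about 19% in these data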;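 note: 0% = median of test compound wells and 100% = no enzyme DMSO wells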
Target sequence (Q9NZ20 whole entry, looked up): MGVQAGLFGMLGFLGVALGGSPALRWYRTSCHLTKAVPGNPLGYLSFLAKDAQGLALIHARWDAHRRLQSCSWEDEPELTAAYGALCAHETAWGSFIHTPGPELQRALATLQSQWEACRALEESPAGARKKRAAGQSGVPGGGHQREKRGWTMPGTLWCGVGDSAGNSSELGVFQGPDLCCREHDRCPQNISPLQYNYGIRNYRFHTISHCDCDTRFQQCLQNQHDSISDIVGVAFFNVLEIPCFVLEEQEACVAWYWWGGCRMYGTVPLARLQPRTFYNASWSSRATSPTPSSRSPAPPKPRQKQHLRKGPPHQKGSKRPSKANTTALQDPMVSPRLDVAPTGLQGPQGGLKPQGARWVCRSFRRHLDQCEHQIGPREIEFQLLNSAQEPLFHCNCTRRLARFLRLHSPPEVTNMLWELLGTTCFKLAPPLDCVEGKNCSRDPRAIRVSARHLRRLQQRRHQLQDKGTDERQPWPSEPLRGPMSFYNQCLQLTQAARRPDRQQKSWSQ
ssDAF12 agonist: activates DAF-12 receptor from parasite S. stercoralis. activation, % at 6.8 µM. HEK293 ssDAF-12/GRIP1 lit1-tk-luc reporter, luminescence; % of 3 µM dafachronic acid response. actives 1% (n = 370,000);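 active = activation above the mean over all tested compounds plus 3 SD, cut at about 0.9% in these data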;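 note: 0% = DMSO-only wells and 100% = 3 µM delta7-dafachronic acid wells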
Rev-erbA mod: Rev-erb alpha (human) modulation. actives 0.79% (n = 370,000). Rev-erbα–FITC-DNA binding, fluorescence polarization, 90 min. activity, % at 10 µM;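 active = activity above about 14%, limit read from the data; passing the limit was not always enough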;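 note: 0% = DMSO wells with 35 nM protein and 100% = DMSO wells with 750 nM protein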
Target sequence (P20393 whole entry, looked up): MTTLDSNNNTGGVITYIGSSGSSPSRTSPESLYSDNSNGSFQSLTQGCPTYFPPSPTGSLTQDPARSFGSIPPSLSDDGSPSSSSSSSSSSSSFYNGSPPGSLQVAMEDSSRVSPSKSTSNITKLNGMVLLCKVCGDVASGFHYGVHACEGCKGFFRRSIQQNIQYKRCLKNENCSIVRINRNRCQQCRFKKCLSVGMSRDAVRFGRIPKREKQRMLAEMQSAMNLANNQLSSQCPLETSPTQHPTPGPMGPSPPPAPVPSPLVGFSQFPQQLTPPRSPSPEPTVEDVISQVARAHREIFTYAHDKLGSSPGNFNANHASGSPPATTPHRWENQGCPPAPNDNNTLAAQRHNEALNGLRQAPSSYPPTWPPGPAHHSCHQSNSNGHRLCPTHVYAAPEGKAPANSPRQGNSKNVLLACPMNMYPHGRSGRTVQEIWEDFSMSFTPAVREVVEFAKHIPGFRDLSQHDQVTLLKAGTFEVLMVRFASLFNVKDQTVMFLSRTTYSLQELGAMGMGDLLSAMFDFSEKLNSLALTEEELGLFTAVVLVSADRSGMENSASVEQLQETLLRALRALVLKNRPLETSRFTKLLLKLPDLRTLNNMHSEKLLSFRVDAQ
DAX1 inh-2: inhibits human nuclear receptor DAX1 | actives 0.99% (n = 340,000) | HEK293 Gal4-DAX1 luciferase reporter, luminescence | inhibition, % at 6.75 µM | AID 504766;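 active = inhibition above the mean over all tested compounds plus 3 SD, cut at about 4.2% in these data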;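 note: 0% = DAX1-transfected cells with DMSO and 100% = empty-vector control cells with DMSO; inhibition shows as a rise in luminescence from relieved DAX1 repression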
GAA850 FXN act: increases GAA850 frataxin promoter reporter activity; activation, % at 6 µM; actives 0.56% (n = 360,000); HEK293 lucGAA850 FXN promoter luciferase reporter, 24 h; percent of 10 µM SAHA response;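 active = activation above the average of all compounds screened plus 3 SD, cutoff fixed separately per campaign, cut at about 7.5% in these data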;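 note: 0% = DMSO wells and 100% = 10 µM SAHA wells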
hgDAF12 agonist: hgDAF-12 agonism, primary luciferase screen. HEK293 GAL4-hgDAF12 UAS-luciferase reporter, agonist luminescence; normalized to butyrate control. activation, % at 6.8 µM. actives 1.8% (n = 370,000);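 active = activation above a cutoff set at the mean of all screened compounds plus 3 SD, cut at about 10% in these data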;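 note: 0% = DMSO wells and 100% = sodium butyrate wells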
PG9 binder: small molecules binding HIV-1 gp120 antibody PG9; inhibition, % at 6.7 µM; actives 0.43% (n = 360,000); TR-FRET gp120-PG9 antibody binding; in the data active = inhibition above about 8.5%
PLC-beta3 inh: PLC-beta3 (human) inhibition, primary screen; Purified PLC-beta3, fluorogenic substrate, fluorescence; actives 0.18% (n = 370,000); inhibition, % at 12.2 µM; Q01970; in the data active = inhibition above about 11%;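 note: 0% = median of compound wells on plate and 100% = full blocker control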
Active calls of the source: *; i = inactive; / = no result given; & = joins results of further samples. Not a hit list (roughly 7% active in at least one column).

SMILES | DAX1 inh-1 | hcDAF-12 act | SMARCA2 act | sPLA2-III inh | ssDAF12 agonist | Rev-erbA mod | DAX1 inh-2 | GAA850 FXN act | hgDAF12 agonist | PG9 binder | PLC-beta3 inh
Cc1ccc(-n2c(O)c(C=NCc3ccccn3)c3ccccc3c2=O)cc1 | -0.3 | -1.8 | -1 | 14 | -1.1 | 2 | 0.7 | -0.9 | -1.4 | -1.5 | -86
Cc1ccc2nc(SCc3ccc([N+](=O)[O-])cc3)nc(C)c2c1 | 0.2 | 1.8 | -3 | 5 | -0.5 | -2 | -0.8 | 0.9 | -0.5 | -0.2 | 2
CCc1cc(C(=O)N2CCCC(N3CCN(c4cccc(C(F)(F)F)c4)CC3)C2)n(C)n1 (stereo not given) | -6.1 | -4.8 | -2 | -4 | -2.2 | 0 | -1.5 | 1.9 | -6.8 | -1.1 | -4
Cc1ccc(N(C)S(=O)(=O)c2c(C)[nH]c(C)c2C(=O)N2CCCC2)cc1 | -0.3 | -1.2 | -1 | 6 | -1.2 | -2 | 0.8 | 1.4 | 1.7 | -0.5 | -6
COC(=O)c1cc(NC(=O)CC2NC3CCCCC3NC2=O)cc(C(=O)OC)c1 (stereo not given) | -0.2 | -2.1 | -1 | -4 | -1.0 | -2 | 0.5 | 1.3 | 3.7 | 0.6 | 0
CCOC(=O)c1sc(N2C(=O)C(O)=C(C(=O)c3ccc(C)o3)C2c2ccc(OC)c(OC)c2)nc1C (stereo not given) | 0.7 | -2.1 | 2 | -7 | -1.1 | -1 | 0.6 | 2.5 | -2.8 | -1.8 | -31
CCOc1ccc(C(=O)CCN2CCCCCC2)cc1 | -0.4 | -0.8 | 1 | 6 | -1.1 | -3 | -0.5 | -3.2 | 0.0 | -1.0 | 2
Cc1occc1C(=O)NNC(=O)c1ccc(S(=O)(=O)N(C)C)cc1 | -0.3 | -0.9 | 6 | 2 | -0.1 | 4 | 0.8 | 1.2 | 0.8 | -1.9 | -5
C=CCN(c1ccc(C(=O)Nc2ccc(C)cc2)cc1)S(C)(=O)=O | -0.7 | -1.9 | -4 | -3 | -0.7 | 8 | 0.0 | 0.2 | -0.2 | 1.3 | -1
CC1(C)CC(NC(=O)CC(c2ccccc2)c2ccccc2)CC(C)(C)N1 | -0.2 | -1.9 | -2 | 3 | -0.6 | 3 | 0.1 | -1.3 | 0.9 | -0.1 | 2
CN(C)CC(=O)N[C@@H]1C[C@@H]2O[C@@H](CO)CC[C@@H]2O[C@@H]1CCc1ccc(-c2ccc(F)cc2)cc1 | -0.6 | -0.7 | -4 | -15 | -1.3 | -6 | / | / | -0.6 | / | 0
CCN(CC(=O)Nc1c(F)cccc1F)C(=O)CCCN1C(=O)c2cccc3cccc(c23)C1=O | 0.7 | 1.1 | 0 | 7 | -1.4 | 1 | 0.5 | -0.5 | -1.7 | 2.9 | 0
CC(C)(C)c1ccc(C(=O)c2c[nH]c(C(=O)NCc3cccs3)c2)cc1 | -0.6 | 0.3 | 0 | 0 | -1.4 | 96* | -1.1 | -1.3 | 2.2 | 3.3 | 0
CCOC(=O)C1=C(CNCc2ccc(C)cc2)NC(=O)NC1c1cc(C)ccc1C (stereo not given) | -1.0 | -2.1 | -6 | 0 | -2.7 | 4 | -1.1 | -3.5 | -5.0 | -1.0 | 3
Cc1nnc(C)n1/N=C/c1cccs1 | 0.8 | -1.9 | 1 | 6 | -1.4 | 0 | 3.5 | 0.5 | -1.3 | -0.9 | 0
COCCn1c(C)cc(C(=O)CN2CCCCC2)c1C | 0.1 | -1.3 | -2 | -1 | -0.9 | 4 | 2.7 | 2.6 | 4.5 | 0.8 | -4
CCC(C)NC(=O)CSc1nc2c(sc(=S)n2Cc2ccco2)c(=O)n1-c1ccccc1 (stereo not given) | 0.3 | 0.0 | 0 | -3 | -0.8 | 2 | 0.4 | -5.0 | 0.5 | 1.5 | 2
N#Cc1ccc(S(=O)(=O)Nc2ccccc2N2CCOCC2)cc1 | -0.9 | -0.7 | -3 | -9 | -0.9 | 6 | -0.2 | 0.7 | -1.5 | 0.6 | -3
CCOC(=O)C1(C)CCCN(C(=O)c2ccc3ccccc3c2)C1 (stereo not given) | -0.9 | 0.0 | 6 | -2 | -1.1 | -6 | / | -1.0 | 0.0 | 0.0 | 5
O=C(NNC(=O)c1cc2c(s1)CCCC2)c1ccccc1 | 2.0 | 1.9 | 6 | -4 | -0.8 | -8 | 3.4 | 4.1 | 5.2 | -3.2 | -3
Cc1ccccc1OC(=O)c1cccnc1 | -0.4 | -1.1 | -1 | 2 | -1.2 | -1 | 0.6 | 1.6 | -1.8 | 1.1 | -8
CCOc1ccccc1C(O)C1=CC(=O)c2ccccc2C1=O (stereo not given) | 1.0 | 6.2* | -4 | 7 | -0.6 | -2 | -1.3 | -1.5 | -1.6 | 2.8 | 0
Cc1nn(-c2ccccc2)c(C)c1/C=N\N1CCN(Cc2ccccc2Cl)CC1 | -0.9 | -3.8 | -4 | -1 | -1.2 | 0 | / | / | -0.7 | / | 2
COc1cc2ccc(=O)oc2c(O[C@@H]2O[C@H](CO)[C@@H](O)[C@H](O)[C@H]2O)c1O | 0.6&0.1 | -1.0&1.6 | 1&-1 | 9&15 | -0.8&-1.2 | -5&-3 | -0.1&-1.0 | 0.7&1.1 | 1.2&1.8 | -0.7&-1.6 | i
COc1ccc(OCc2nnc(SCC(=O)Nc3oc(C)c4c(C)n[nH]c(=O)c34)n2C)cc1 | 0.3 | -0.5 | 2 | 10 | -0.5 | 3 | 1.0 | 0.6 | 1.8 | -0.5 | -1
O=C1C2C3C=CC([C@@H]2C(=O)N1c1nccs1)C31CC1 (stereo not given in full) | 1.2 | -1.9 | -2 | -1 | -0.9 | -3 | -0.7 | -0.1 | -1.3 | 0.1 | 0
Cc1cc(C)cc(C(=O)N2CCN(c3ccccn3)CC2)c1 | 0.3 | -0.4 | -4 | 7 | -1.8 | -1 | -0.4 | -2.9 | 1.4 | 0.1 | 1
CC(C)(C)NC(=O)NC(=O)CSc1ccc(S(=O)(=O)N2CCCCC2)cn1 | 3.2 | -2.8 | -4 | -27 | -0.6 | 4 | 0.2 | 0.7 | 1.0 | -1.1 | 1
O=C1C2CC=CCC2C(=O)N1Cc1nnc(-c2ccccc2Br)o1 (stereo not given) | 1.1 | 0.1 | 0 | -12 | -1.8 | 5 | 1.1 | 3.5 | 1.6 | -0.5 | -19
CN1Cc2nnn(Cc3ccccc3)c2-c2cc(N3CCCCC3)ccc2S1(=O)=O | 0.5 | -2.3 | 8 | 0 | -1.6 | 1 | / | / | -2.3 | / | -421
Fc1ccc(OCc2nnc(-c3ccccc3Br)o2)c(Cl)c1 | 1.4 | 7.1* | 6 | -12 | -0.3 | -8 | 0.7 | 4.8 | 11* | -0.3 | -8
CCOC(=O)c1c(N)ssc1=S | 0.4 | -1.5 | 4 | 6 | -1.8 | 3 | 1.3 | 3.6 | 0.0 | -2.2 | 4
O=C(NNC1=NC2(CCCC2)Cc2ccccc21)c1cccnc1 | -1.5 | -2.4 | 1 | 3 | -1.9 | 4 | 0.8 | -1.0 | -2.4 | 0.5 | -2
Cc1ccc(S(=O)(=O)Nc2c(C)[nH]c(=O)[nH]c2=O)cc1C | -0.8 | 1.8 | -5 | 12 | -1.1 | -7 | -0.6 | 0.5 | -3.5 | 0.7 | 2
CC(C)N(Cc1nc(-c2ccc(Cl)cc2)no1)C(=O)c1cccs1 | -2.4 | -3.1 | 0 | -12 | -2.0 | 1 | 0.4 | -2.2 | -4.3 | 1.4 | 4
Cc1ccc(S(=O)(=O)NCc2ccco2)cc1C | -0.4 | -1.6 | 1 | 2 | -0.9 | 2 | 0.2 | 0.3 | 0.4 | 1.2 | 2
CC(C)(C)c1ccc(NC(=O)COC(=O)c2ccc3ncsc3c2)cc1 | -0.9 | -0.3 | -1 | -1 | -1.3 | 0 | 0.1 | 1.3 | -0.8 | 1.1 | -13
CC1(C)CC2CC(C)(CN2C(=O)COC(=O)c2cccnc2Cl)C1 (stereo not given) | 0.8 | -1.2 | -1 | -3 | -0.9 | -5 | 0.8 | -0.4 | -1.4 | -0.5 | 3
C=CCn1c(COc2ccc(F)cc2)nnc1SCC(=O)NC(=O)NCc1ccco1 | 0.5 | -0.7 | -1 | -8 | -1.5 | -15 | 1.7 | 0.8 | -2.2 | 0.7 | -5
Cc1ccc(Nc2c(-c3ccc(N4CCOCC4)cc3)nc3cnccn23)cc1 | 0.3 | -3.2 | -1 | 4 | -1.4 | 2 | 3.4 | 7.4 | 3.3 | 2.8 | i

Record cards, as listed above. Order of values: DAX1 inh-1 | hcDAF-12 act | SMARCA2 act | sPLA2-III inh | ssDAF12 agonist | Rev-erbA mod | DAX1 inh-2 | GAA850 FXN act | hgDAF12 agonist | PG9 binder | PLC-beta3 inh
Results for Cc1ccc(S(=O)(=O)Nc2c(C)[nH]c(=O)[nH]c2=O)cc1C → -0.8 | 1.8 | -5 | 12 | -1.1 | -7 | -0.6 | 0.5 | -3.5 | 0.7 | 2
Results for CC(C)(C)c1ccc(NC(=O)COC(=O)c2ccc3ncsc3c2)cc1 → -0.9 | -0.3 | -1 | -1 | -1.3 | 0 | 0.1 | 1.3 | -0.8 | 1.1 | -13
Results for O=C(NNC1=NC2(CCCC2)Cc2ccccc21)c1cccnc1 → -1.5 | -2.4 | 1 | 3 | -1.9 | 4 | 0.8 | -1.0 | -2.4 | 0.5 | -2
Results for CC(C)N(Cc1nc(-c2ccc(Cl)cc2)no1)C(=O)c1cccs1 → -2.4 | -3.1 | 0 | -12 | -2.0 | 1 | 0.4 | -2.2 | -4.3 | 1.4 | 4

Continued.
SMILES | DAX1 inh-1 | hcDAF-12 act | SMARCA2 act | sPLA2-III inh | ssDAF12 agonist | Rev-erbA mod | DAX1 inh-2 | GAA850 FXN act | hgDAF12 agonist | PG9 binder | PLC-beta3 inh
CC(C)C1CC2=C(C(=O)OC(C)(C)O2)C(c2ccc(F)cc2)O1 (stereo not given) | -0.2 | 0.6 | -3 | 3 | -1.1 | -4 | / | / | -3.2 | -1.1 | 0
CC(C)N(Cc1ccccc1)C(=O)COC(=O)c1c(F)cccc1F | 0.0 | -0.2 | -4 | 12 | -0.1 | -7 | -0.8 | 0.3 | -2.4 | 1.5 | 3
COc1cc(NC(=O)C/C(C)=N/NC(=O)C(=O)NCCO)c(OC)cc1Cl | -0.2 | 0.8 | 2 | -2 | -0.9 | 1 | 3.6 | 2.1 | 1.2 | -0.8 | -7
CC(C)(C)c1ccc(-c2nnc(SCC(=O)Nc3sc4c(c3C#N)CCCC4)o2)cc1 | 0.1 | -0.5 | -4 | -2 | -0.9 | 0 | -0.8 | -0.5 | 5.1 | -1.4 | -3
O=C(C(Cc1ccccc1)n1cccc1)N1CCN(c2cccc(Cl)c2)CC1 (stereo not given) | -0.1 | -0.3 | -2 | -19 | -1.3 | -1 | -0.7 | -3.1 | 2.0 | -2.0 | 1
CC(C)(CO)Cc1cc(C(C)(C)C)c(O)c(C(C)(C)C)c1 | 0.0 | 0.3 | -6 | 20* | -1.5 | 13 | 0.0 | 0.2 | -2.7 | 2.7 | 4

Screening results: PubChem BioAssay, several laboratories
